CaV13 ICDI inh: Primary screen for inhibitors of IQ motif and Ca2+-dependent inactivation inhibitor domain binding in CACNA1D, Förster resonance energy transfer in living cells, …; HEK cells, CFP/YFP FRET ICDI-IQ, plate reader, 10 min; percent FRET-ratio fall versus neutral wells; inhibition, % at 12.3 µM; 340,000 tested, 0.098% active;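 active means mean replicate inhibition of at least 30% and at least 1% of replicates passing that level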;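 further: 0% = median of the neutral control wells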
Peg3 prom inh: Peg3 promoter activity inhibition; HeLa PEG-Prom luciferase reporter, luminescence, overnight; inhibition, % at 20 µM; 360,000 tested, 1.7% active; AID 588405;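 active means inhibition of at least 50% at 20 µM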
hiPSC survival: enhancers of human iPSC single-cell survival; hiPSC single-cell survival, ATPlite luminescence; 100% = ROCK inhibitor wells, 0% = DMSO; survival enhancement, % at 20 µM; 360,000 tested, 0.044% active; AID 602274; in the data active means survival enhancement above about 18%;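 further: cells exposed to compounds for 16 hours before the ATP read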
Cardio protect: myocardial damage modulation in H9c2 cells; protection from H2O2 cell death, % at 20 µM; H9c2 cardiomyocytes, H2O2 injury protection, ATPLite, 2 h; AID 588492; 360,000 tested, 0.63% active;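 active means compounds giving at least 50% protection of heart cells from peroxide-induced death in the single-dose screen, raw or plate-pattern-corrected value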;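 further: 0% = DMSO wells with peroxide and 100% = DMSO wells without peroxide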
m5-HT2A agonist: activates the mouse 5-HT2A serotonin receptor. P35363. CHO-K1 mHTR2A beta-arrestin complementation, luminescence; percent of 30 µM serotonin response. activation, % at 7.6 µM. 360,000 tested, 0.66% active;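 active means activation above a run cutoff, the mean activation of all tested compounds plus 3 SD, cut at about 14% in these data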;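 further: 0% = plate median of compound wells and 100% = 30 µM serotonin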
NR2E3 ag-1: human photoreceptor-specific nuclear receptor agonism; AID 602229; CHO-S Gal4-NCOR/VP16-NR2E3 two-hybrid, luciferase; Q9Y5X4; inhibition of corepressor binding, % at 3.98 µM; 360,000 tested, 0.35% active;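 active means inhibition above the mean of all tested compounds plus 3 SD, cut at about 70% in these data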;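 further: 0% = DMSO with NR2E3 transfected cells and 100% = cells lacking NR2E3 construct; higher means lower luciferase signal from less NR2E3 corepressor binding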
Target sequence (Q9Y5X4 whole entry, looked up, the tested form may be a part): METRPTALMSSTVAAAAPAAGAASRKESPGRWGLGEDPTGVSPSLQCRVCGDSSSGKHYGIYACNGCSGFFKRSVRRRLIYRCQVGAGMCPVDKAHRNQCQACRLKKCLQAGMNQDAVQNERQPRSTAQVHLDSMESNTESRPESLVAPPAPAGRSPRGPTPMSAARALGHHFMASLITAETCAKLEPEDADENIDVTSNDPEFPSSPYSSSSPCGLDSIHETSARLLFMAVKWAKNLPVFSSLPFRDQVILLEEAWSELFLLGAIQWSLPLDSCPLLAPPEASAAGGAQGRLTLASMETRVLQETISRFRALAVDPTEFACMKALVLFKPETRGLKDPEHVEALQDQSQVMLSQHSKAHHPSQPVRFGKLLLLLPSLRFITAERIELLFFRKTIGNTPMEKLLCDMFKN
MITF TRPM1 inh: MITF TRPM1 promoter inhibition in SK-MEL-5 cells; inhibition, % at 12.5 µM; 330,000 tested, 0.83% active; SK-MEL-5 TRPM1 promoter luciferase, 24 h;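 active means mean inhibition across replicates of 60% or more, whatever share of single replicates reaches that level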; further: values of inactives mirror those of a sister screen read the other way
Shn3 3UTR inh: inhibitors of Schnurri-3 3'UTR reporter in osteoblasts; Clone20 osteoblast Shn3 3'UTR firefly luciferase, 24 h; inhibition, % at 12.5 µM; 360,000 tested, 0.52% active; AID 588674;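 active means mean inhibition of at least 75% with every replicate also reaching 75%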;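 further: 0% = median of neutral control wells and 100% = pilot-screen positive control compound; some compounds past the cut are filed as inactive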
NR2E3 ag-2: activates human photoreceptor nuclear receptor NR2E3 | GST-NR2E3/biotin-RetCOR TR-FRET, 1536-well | 320,000 tested, 0.12% active | AID 2300 | Q9Y5X4 | inhibition of corepressor binding, % at 4.78 µM;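 active means percent inhibition above the cutoff of mean plus 3 SD of all tested compounds, set per screening campaign, cut at about 20% in these data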;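 further: 0% = DMSO wells and 100% = biotin wells as full block of FRET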
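System: GST-tagged NR2E3 plus biotinylated RetCOR corepressor; Amount: 1.35 nM GST-tagged NR2E3 final; Dosing: single nominal compound dose of 4.8 µM; Schedule: 5 h incubation at 4 °C; Technique: TR-FRET with europium anti-GST and streptavidin-D2, 340 nm excitation; Controls: biotin wells as high control, 0.6% DMSO wells as low control.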
PDI turbidity: PDI (human) enzyme inhibition; P07237; 350,000 tested, 0.052% active; PDI insulin aggregation turbidity, A650, 90 min; inhibition, % at 10 µM;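 active means mean inhibition across replicates of 30% or more, whatever share of single replicates reach that level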;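 further: absorbance from insulin aggregation driven by PDI reduction with DTT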
Target sequence (P07237 whole entry, looked up): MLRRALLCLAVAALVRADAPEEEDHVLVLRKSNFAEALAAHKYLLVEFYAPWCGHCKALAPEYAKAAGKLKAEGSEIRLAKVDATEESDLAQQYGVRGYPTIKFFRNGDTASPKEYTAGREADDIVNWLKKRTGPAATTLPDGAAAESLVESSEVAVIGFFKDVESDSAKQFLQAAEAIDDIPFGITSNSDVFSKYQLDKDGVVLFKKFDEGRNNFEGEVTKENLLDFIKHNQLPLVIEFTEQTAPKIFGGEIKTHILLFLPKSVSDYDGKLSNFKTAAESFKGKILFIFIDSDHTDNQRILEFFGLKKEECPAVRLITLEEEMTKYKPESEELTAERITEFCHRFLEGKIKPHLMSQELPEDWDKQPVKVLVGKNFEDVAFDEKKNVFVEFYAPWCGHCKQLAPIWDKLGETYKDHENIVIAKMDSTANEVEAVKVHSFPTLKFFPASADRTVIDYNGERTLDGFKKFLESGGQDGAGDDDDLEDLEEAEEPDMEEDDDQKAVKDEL
HIF-2a inh: blocks HIF-2a reporter activity; 786-0 RCC cells HIF-2a reporter, luciferase luminescence, overnight; inhibition, % at 18.8 µM; 360,000 tested, 0.72% active;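 active means inhibition of the luminescence signal of 40% or more relative to plate controls, in a single-dose primary screen at 18.75 µM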
* marks the source's active call; other numbers are inactive results; . = not tested or not shown.

SMILES | CaV13 ICDI inh | Peg3 prom inh | hiPSC survival | Cardio protect | m5-HT2A agonist | NR2E3 ag-1 | MITF TRPM1 inh | Shn3 3UTR inh | NR2E3 ag-2 | PDI turbidity | HIF-2a inh
N#CCSc1nc(-c2ccccc2)nc2ccc(F)cc12 | -20 | 17 | 0.1 | -5 | 0 | 16 | 6 | 14 | . | 5 | 3
CC(C)(C)Nc1nc(NC(C)(C)C)nc(-n2ccnc2)n1 | -5 | 11 | 2.1 | -4 | -1 | 14 | 4 | 17 | -2 | -3 | 22
N#C/C(=C(/O)CN1CCCC1)c1nc(-c2ccccc2)cs1 | -5 | -181 | 0.1 | -2 | 5 | -74 | -44 | -35 | -1 | -7 | -192
Cc1ccc(S(=O)(=O)N2[C@@H](c3ccc(F)cc3)C(C(=O)O)=C[C@H]2CC2CCCC2)cc1 | -6 | 15 | 1.0 | 5 | -1 | -10 | -2 | -20 | . | -3 | 14
CCCCn1nc(C(=O)N(C)C2CCCCC2)c2ccccc2c1=O | -6 | 22 | 0.9 | 7 | 1 | -31 | -8 | -18 | -1 | 0 | 10
CCCN(CCC)CC(O)CN1C(=O)NC(C)(C)C1=O (stereo not drawn) | -3 | 9 | -1.8 | -3 | -2 | -19 | 0 | -13 | 2 | 2 | 11
COc1ccc(N2CCN(C(=O)COCc3cc(-c4ccc5c(c4)OCO5)on3)CC2)cc1 | -5 | 33 | -0.5 | -3 | 4 | 0 | 13 | 19 | 0 | -7 | -11
CC(=O)NCCNC(=O)C1(C)Cc2c(-c3ccc(C(N)=O)cc3)ccnc2O1 (stereo not drawn) | -5 | 1 | 3.2 | -1 | 24* | -23 | . | -15 | . | 2 | 11
CCOC(=O)c1c2n(c3ccc(O)cc13)CCC2 | -4 | -4 | 3.4 | -8 | -3 | 16 | -9 | -8 | 2 | -13 | 7
COC(=O)CNC(=O)c1ccc2c(c1)S(=O)(=O)c1ccccc1C2=O | -4 | 6 | -0.9 | 4 | -3 | 6 | 6 | 3 | -3 | -1 | 0
N#CC(C#N)=NNc1ccc2cn[nH]c2c1 | -5 | 23 | -0.1 | 17 | 1 | 41 | . | -23 | . | . | 3
COc1ccc(O)c(/C=N/n2c(-c3ccco3)csc2=Nc2cccnc2)c1 | -6 | -13 | -1.5 | -6 | -3 | 4 | -5 | 6 | 2 | 7 | -22
CCCCn1c(N)c(N(CC(C)C)C(=O)c2oc3ccc(OCC)cc3c2C)c(=O)[nH]c1=O | -7 | -5 | -0.4 | 8 | 6 | 8 | 6 | -12 | 1 | 1 | 3
COc1ccc(OC)c(NC(=O)CC2(CC(=O)O)CCCC2)c1 | -4 | -4 | -0.5 | -1 | 7 | -16 | -11 | -20 | 3 | 3 | 11
Cn1c(=O)c2c(-c3ccccc3)n(-c3ccccc3)cc2n(C)c1=O | -6 | 18 | -0.1 | 38 | -2 | -10 | . | 10 | . | -5 | 8
Cc1nnc(-c2cnn(C)c2N)n1Cc1ccc(Cl)cc1 | . | 11 | -1.4 | 1 | -3 | -21 | 1 | -15 | -2 | -1 | -4
COC(=O)CCC(=O)OC1(C)C(=O)C2=CN(CCCOC(C)C)C(c3ccc(OC)cc3)=CC2=C(Br)C1=O (stereo not drawn) | . | -2 | -1.0 | -1 | -1 | 0 | 16 | 1 | 4 | -2 | 8
COc1ccc(C2C(=O)c3ccccc3C2=Nc2ccc(Br)cc2)cc1 (stereo not drawn) | -5 | -8 | -0.7 | -7 | 1 | 24 | -7 | -11 | 4 | -10 | -20
Cc1ccc(NC(=O)CN(C)C(=O)Cn2cc(C(F)(F)F)cc(Cl)c2=O)cc1 | -6 | 14 | 0.0 | 5 | 1 | -6 | 7 | -13 | -1 | -2 | 28
CCCOc1ccc(/C=C/C(=O)NC2CCCCC2)cc1OC | -23 | 0 | -0.6 | -1 | 4 | -6 | 3 | 20 | 1 | -5 | 0
CC(C)COc1ccc(C(=O)Nc2ccc([N+](=O)[O-])cc2)cc1 | . | -82 | -0.6 | -6 | 1 | 16 | -37 | -43 | 1 | 0 | -138
Cc1cc(C)cc(C(=O)N(c2ccccn2)C(C)c2ccco2)c1 (stereo not drawn) | -5 | -1 | 1.0 | 8 | -3 | -7 | 2 | -20 | 1 | -2 | 5
O=C(Nc1cccc2ncccc12)c1ccc(OCc2ccccc2)cc1 | 7 | -5 | 1.1 | -21 | -6 | -43 | 22 | 51 | 0 | -3 | 5
CC1CN(CC(=O)Nc2nc3ccccc3s2)CC(C)O1 (stereo not drawn) | 11 | -12 | -0.1 | -4 | 4 | -11 | -5 | -35 | -5 | 15 | -29
CC(CCc1ccco1)NC(=O)Nc1cccc(F)c1 (stereo not drawn) | -8 | -49 | -2.2 | -6 | -1 | -14 | -5 | -6 | 2 | 7 | -46

The list goes on; it opens with the five that closed the last part.
SMILES | CaV13 ICDI inh | Peg3 prom inh | hiPSC survival | Cardio protect | m5-HT2A agonist | NR2E3 ag-1 | MITF TRPM1 inh | Shn3 3UTR inh | NR2E3 ag-2 | PDI turbidity | HIF-2a inh
CC(C)COc1ccc(C(=O)Nc2ccc([N+](=O)[O-])cc2)cc1 | . | -82 | -0.6 | -6 | 1 | 16 | -37 | -43 | 1 | 0 | -138
Cc1cc(C)cc(C(=O)N(c2ccccn2)C(C)c2ccco2)c1 (stereo not drawn) | -5 | -1 | 1.0 | 8 | -3 | -7 | 2 | -20 | 1 | -2 | 5
O=C(Nc1cccc2ncccc12)c1ccc(OCc2ccccc2)cc1 | 7 | -5 | 1.1 | -21 | -6 | -43 | 22 | 51 | 0 | -3 | 5
CC1CN(CC(=O)Nc2nc3ccccc3s2)CC(C)O1 (stereo not drawn) | 11 | -12 | -0.1 | -4 | 4 | -11 | -5 | -35 | -5 | 15 | -29
CC(CCc1ccco1)NC(=O)Nc1cccc(F)c1 (stereo not drawn) | -8 | -49 | -2.2 | -6 | -1 | -14 | -5 | -6 | 2 | 7 | -46
CCNC(=O)C1CCCN(Cc2ccc(C)c3ccccc23)CC1 (stereo not drawn) | . | -3 | -2.1 | 3 | 1 | -31 | . | 2 | . | 9 | 19
COC(=O)COc1ccc(Cl)cc1C1Nc2ccccc2C(=O)N1c1ccc(OC)cc1 (stereo not drawn) | -8 | -112 | -0.8 | 16 | 0 | -97 | -45 | -57 | 4 | 10 | -169
O=C(O)c1cn(Cc2ccccc2Cl)c2ccc(S(=O)(=O)N3CCOCC3)cc2c1=O | -5 | -4 | 0.9 | -1 | 1 | -14 | 8 | 4 | -2 | 13 | 13
CC(=O)c1cccc2c1OC(C)C(=O)N2Cc1ccc(Cl)cc1 (stereo not drawn) | -5 | 2 | -1.5 | 0 | -4 | -13 | . | -2 | . | 2 | -2
CCN(CC)S(=O)(=O)c1ccc(C(=O)NC(=S)N(CCO)Cc2ccccc2)cc1 | -5 | 16 | 0.4 | -7 | -4 | -13 | 8 | 13 | 0 | -3 | 21
CCc1ccccc1NC(=O)c1ccc(Cn2cc([N+](=O)[O-])cn2)cc1 | -10 | 3 | -0.3 | 3 | -2 | -32 | 6 | 8 | -3 | -3 | 10
CCCCNc1nc2c(c(=O)n(C)c(=O)n2C)n1CCC | -6 | 3 | -0.3 | -4 | 1 | -1 | -1 | 15 | 5 | 1 | 13
CCN(CCO)C(=O)CC1C(=O)NCCN1Cc1c(F)cccc1Cl (stereo not drawn) | -6 | -4 | 0.0 | 2 | 1 | -9 | 7 | -9 | 3 | -13 | 18
O=C(C(=O)N1CCCCC1)c1cn(CC(=O)N2CCCCCC2)c2ccccc12 | -6 | 21 | 0.3 | 1 | -3 | -18 | 14 | -2 | 2 | -1 | 19
C=CCNC(=O)c1c(Cl)cccc1Cl | . | 3 | 6.0 | 8 | -3 | -4 | 0 | -11 | 0 | -5 | 0
Cc1cc(OCC(=O)NC2CC(C)(C)NC(C)(C)C2)c2c(C)cc(=O)oc2c1 | -6 | -14 | -0.3 | -6 | 0 | 2 | -4 | 5 | 1 | 3 | 10
O=C(OCc1nnc(-c2cccs2)o1)c1cccnc1Cl | -3 | -8 | -1.8 | 11 | 11 | 12 | 9 | 1 | 3 | 0 | -1
COc1c(C)cc(C(=O)C2CCCN(C(=O)c3csc(C)n3)C2)cc1C (stereo not drawn) | -7 | 12 | -0.1 | -4 | 3 | -3 | 27 | 0 | 0 | 2 | -1
COC(=O)CC1C(=O)NCCN1C(=O)c1ccc2oc(C(C)C)nc2c1 (stereo not drawn) | -3 | -21 | -0.4 | 2 | 0 | -11 | -14 | -15 | 0 | 0 | -24
Cn1c(CC(=O)Nc2cccc(Cl)c2Cl)nnc1SCC(=O)NC1=NCCS1 | -2 | 4 | -0.6 | 0 | 6 | -3 | 2 | 9 | -1 | 1 | 2
CC1CCC(NC(=O)Cn2c3c(c(-c4ccccc4Cl)cc2=O)CCC3)CC1 (stereo not drawn) | -8 | 3 | -2.2 | -17 | -11 | 35 | . | 37 | 2 | . | -6
CCc1nc2c(OCCOc3ccccc3)cccn2c1N(C)C(=O)c1ccc(OC)cc1 | -10 | 12 | 2.6 | -3 | -1 | -2 | . | 7 | . | 7 | 8
CCOC(=O)CC(Nc1nc(N2CCOCC2)nc(N2CCOCC2)n1)c1ccccc1Cl (stereo not drawn) | 1 | 7 | 0.0 | -5 | -2 | -39 | -3 | 3 | 4 | -4 | 13
Cc1nn(CC#N)c(=O)n1-c1ccccc1 | -4 | 4 | -2.0 | -6 | 2 | -20 | -7 | -3 | -4 | 2 | 9
CCOC(=O)c1c(N)sc2c1CCCC2 | . | 2 | 4.4 | 3 | 2 | -18 | 6 | 22 | -1 | 10 | -13
O=C(Nc1ccc(N2CCOCC2)cc1)c1cc(-c2ccncc2)nc2ccccc12 | -6 | 17 | -0.3 | 12 | -6 | 0 | 2 | 15 | -3 | -1 | 13
CCc1nc2nc(C)c(NS(=O)(=O)c3ccc(C4CCCCC4)cc3)c(=O)n2[nH]1 | -4 | -7 | 0.1 | -10 | -6 | -23 | 9 | 7 | 7 | -10 | 5
O=C(O)CCC(=O)OCCN(Cc1ccc(Oc2ccc([N+](=O)[O-])cc2)cc1)C(=O)C(Cl)Cl | -12 | -6 | -3.9 | 8 | 3 | -6 | 2 | 1 | . | 0 | -2
CCCC(=Nc1ccccc1)C1=C(O)C(C(=O)OC)C(C)(C)CC1=O (stereo not drawn) | -8 | -1 | -1.1 | 3 | 1 | -35 | 4 | 0 | 1 | -10 | -5
COc1ccc(C(=O)N2CCOC2CNC(=O)C(=O)NCc2ccc3c(c2)OCO3)cc1 (stereo not drawn) | -8 | 10 | -0.8 | 10 | 1 | -13 | 15 | -9 | -4 | 9 | 18
NNc1nc2ccc(F)cc2s1 | -7 | -58 | -0.4 | -5 | -3 | -130 | -10 | -139 | -4 | -5 | -89

Screening results as filed in PubChem BioAssay.
